From PubChem
Pf gametocyte: inhibitors of late stage P. falciparum gametocyte viability. P. falciparum stage V gametocytes, ATP luminescence, 24 h. inhibition, % at 10.9 µM. actives 0.065% (n = 150,000). AID 743093;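 active = inhibition above the mean plus 3 SD of compounds within the control limits, set per campaign, cut at about 38% in these data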;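 also: 0% = DMSO wells and 100% = medium only without gametocytes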
The depositor's hits bear a star. Only part of the results is shown; rates above refer to the full screens.

mol	Pf gametocyte
C#CCCOC(=O)N1C2=NC(C(=O)OC)=C(C(=O)OC)[C@@H]3N(C)c4ccccc4[C@]23C[C@H]1CO	-5.0
CCc1nnc(NC(=O)CN2CCN(Cc3cccc(OC)c3)CC2)s1	0.8
Cc1ccc(S(=O)(=O)N(C)C[C@@H]2Oc3ccc(NC(=O)CCC(F)(F)F)cc3CC(=O)N([C@@H](C)CO)C[C@@H]2C)cc1	-26.6
COc1ccc(NC(=O)N(C)C[C@H]2Oc3c(NC(=O)C4CC4)cccc3C(=O)N([C@H](C)CO)C[C@@H]2C)cc1	-8.6
CCCCN1C(N)=NC[C@@H]1CCCCN	-1.0
CCOC(=O)C1=C(C)N=c2s/c(=C\c3ccc(O)c([N+](=O)[O-])c3)c(=O)n2C1c1ccccc1OC (configuration not stated)	-8.1
COc1ccc(-c2csc(Nc3ccccn3)n2)cc1OC	-34.5
CCC(CO)Oc1cc(NCc2cccc(O)c2)c2ncn(C(C)C)c2c1 (configuration not stated)	-18.3
O=C1N[C@@H](Cc2c[nH]c3ccccc23)COC(=O)[C@H](Cc2ccc(F)cc2)C/C=C\C[C@H]1CC(=O)N(CCO)Cc1ccccc1	-6.5
Cc1ccccc1N1CCN(S(=O)(=O)CC23CCC(CC2=O)C3(C)C)CC1 (configuration not stated)	-1.6
CCCCN(Cc1ccc(C(=O)N[C@H](C(=O)O)C(C)C)cc1)C(=O)C(c1ccccc1)c1ccccc1	-4.2
CCOC(=O)C1=C(O)/C(=C/c2ccc(-c3ccccc3C(=O)O)o2)SC1=Nc1ccc(C)cc1	13.2
O=C(NC(=S)Nc1ccccc1C(=O)O)c1cncc(Br)c1	-2.1
C/C=C(\C)C(=O)NCCN1C2=NC[C@H](Cc3ccccc3)N2C[C@@H]1Cc1ccc(OC)cc1	-31.5
CCN1C(=O)[C@@H]2[C@@H](c3ccc(-c4ccc(F)cc4)cc3)N3CCCC[C@@]3(C(=O)OC)[C@@H]2C1=O	8.2
O=S(=O)(c1ccccc1)C1Cc2ccccc2C1Cl (configuration not stated)	10.6
COC(c1ccccc1)(c1ccccc1)C(Oc1nccc(C)n1)C(=O)O (configuration not stated)	-8.4
O=[N+]([O-])c1cccnc1Sc1ccc(Br)cc1	-0.6
CCCCCCCNC(=O)C1(CC2CC(c3cccc(Br)c3)=NO2)CCN(C(=O)c2ccccc2)CC1 (configuration not stated)	9.2
CC(=O)NC(C)c1cc(Cl)c2ccccc2c1O (configuration not stated)	-1.7

More records follow.
mol	Pf gametocyte
Cc1cc(C)cc(OCC(O)CN2CCC(CN3C(=O)c4cccc5cccc(c45)C3=O)CC2)c1 (configuration not stated)	12.0
CC1(C)CC(=O)C(C(O)c2ccccc2)C(C)(C)N1 (configuration not stated)	-2.4
CC(C)(C)[C@H]1COC(=O)[C@@H](NC(=O)OCC2c3ccccc3-c3ccccc32)C/C=C\C[C@@H](CC(=O)N[C@@H](CO)Cc2ccccc2)C(=O)N1	14.2
CC(=O)c1ccc(NC(=S)NC(=O)/C=C/c2ccccc2)cc1	-4.2
COc1cc(/C=N\NS(=O)(=O)c2ccccc2)cc(OC)c1OC	-7.6
CCCC1CC(CCc2ccccc2)OS(=O)(=O)N1 (configuration not stated)	-3.9
CCOC(=O)c1ccccc1NC(=O)C1CCCO1 (configuration not stated)	-13.0
C=CCNC(=O)C1CC1(c1cccc(C)c1)c1cccc(C)c1 (configuration not stated)	20.0
Nc1cc(N)nc(SCc2cccc(F)c2)n1	-27.3
COc1ccc(CC(=O)NC(=S)Nc2cccc(C)c2)cc1	8.3
O=C(CCC(=O)NCc1ccccc1)NCc1ccccc1	-2.2
CCNS(=O)(=O)c1ccc(CCC(=O)N2CCN(c3cc(Cl)ccc3C)CC2)cc1	-5.8
COc1cc(C(=S)N2CCOCC2)cc(OC)c1OC(=O)c1ccc([N+](=O)[O-])cc1[N+](=O)[O-]	-5.5
CN(C)Cc1ccccc1C(O)(c1ccccc1)c1ccccc1	7.0
COc1ccc(S(=O)(=O)Nc2cccc3c2O[C@H](CN(C)S(=O)(=O)c2ccc(F)cc2)[C@H](C)CN([C@H](C)CO)C3=O)cc1	-14.1
Cc1nc2ccc(Br)cn2c1C(=O)N/N=C\c1ccc(C(C)C)cc1	-13.1
Cc1cccc(N2CCN(C(=O)c3cc4c(=O)[nH]c5ccccc5c4n3C)CC2)c1C	-2.1
COc1cc(Nc2ccc(S(N)(=O)=O)cc2)c([N+](=O)[O-])nc1[N+](=O)[O-]	4.3
Cc1noc(C)c1NC(=O)N(C)C[C@H]1Oc2ccc(NC(=O)CCC(F)(F)F)cc2C(=O)N([C@H](C)CO)C[C@@H]1C	17.1
COc1ccc(Br)cc1/C=N/NC(=O)CN1CCCCC1	-6.3

The last six entries of the part before lead into the next.
mol	Pf gametocyte
COc1ccc(S(=O)(=O)Nc2cccc3c2O[C@H](CN(C)S(=O)(=O)c2ccc(F)cc2)[C@H](C)CN([C@H](C)CO)C3=O)cc1	-14.1
Cc1nc2ccc(Br)cn2c1C(=O)N/N=C\c1ccc(C(C)C)cc1	-13.1
Cc1cccc(N2CCN(C(=O)c3cc4c(=O)[nH]c5ccccc5c4n3C)CC2)c1C	-2.1
COc1cc(Nc2ccc(S(N)(=O)=O)cc2)c([N+](=O)[O-])nc1[N+](=O)[O-]	4.3
Cc1noc(C)c1NC(=O)N(C)C[C@H]1Oc2ccc(NC(=O)CCC(F)(F)F)cc2C(=O)N([C@H](C)CO)C[C@@H]1C	17.1
COc1ccc(Br)cc1/C=N/NC(=O)CN1CCCCC1	-6.3
O=C1C2C3C=CC(C3)C2C(=O)N1c1ccc(-c2nc(-c3ccccc3)nc3ccccc23)cc1 (configuration not stated)	-6.8
O=C(NCCO)c1nc(C(=O)c2ccc(Cl)cc2)c2ccccc2n1	20.2
Cc1cc(C)nc(NC2=N[C@@H]3CCCC[C@H]3N2C(=O)Nc2cc(Cl)cc(Cl)c2)n1	5.2
C[C@H](CO)N1C[C@H](C)[C@@H](CN(C)CC2CCCCC2)Oc2c(NS(=O)(=O)c3cn(C)cn3)cccc2C1=O	12.6
CCOC(=O)C1Nc2c(F)cc(C)cc2C2c3ccccc3CC12 (configuration not stated)	-8.8
COc1ccccc1CNC(=O)C(NC(=O)C1CCCCC1)C(C)C (configuration not stated)	-3.0
CCc1ccc(N(CC(=O)N2CCCCCC2)S(C)(=O)=O)cc1	-2.5
CCOC(=O)C1CCN(CCC(=O)Nc2cc(C)ccc2C)CC1	13.2
O=C(NCCNC(=O)c1ccccn1)c1ccc(-c2ccccc2)cc1	14.8
COC(=O)C1[C@H]2SC(C)(C)C(C(=O)OC)N2C(=O)N1Cc1nc2ccccc2s1 (some centres not stated)	-6.0
Cc1ccc(OCc2nnc(-c3ccc(Cl)cc3)o2)cc1	5.5
O=[N+]([O-])c1ccc(N2CCc3ccccc3C2)nc1	-26.0
O=C(Nc1ccccc1-c1ccccc1)c1ccccc1	2.7
CCCCN1CC(=O)N2[C@H]3c4cc(Cl)ccc4OC[C@@H]3[C@H](C(=O)OCC)[C@]2(C)C1=O	1.3
Cc1ccsc1/C=N/NC(=O)C(O)c1ccccc1 (configuration not stated)	-17.2
N#CC1(CCCN2CCCCC2)c2ccccc2CCc2ccccc21	10.3
Cc1ccsc1C(=O)N1CCN(c2ccccn2)CC1	-1.4
CCc1cccc(CC)c1C(OC(C)=O)c1cccnc1 (configuration not stated)	-11.5
CCOC(=O)CSc1nc(COc2ccccc2)nc2ccccc12	-5.6
Cc1cccc(C(=O)Nc2cccc3c2CCCC3)c1	6.0

Given as labelled records: 4 of the compounds above
CCOC(=O)C1=C(C)N=c2s/c(=C\c3ccc(O)c([N+](=O)[O-])c3)c(=O)n2C1c1ccccc1OC (configuration not stated)
  Pf gametocyte: -8.1
CCc1cccc(CC)c1C(OC(C)=O)c1cccnc1 (configuration not stated)
  Pf gametocyte: -11.5
Cc1cc(C)cc(OCC(O)CN2CCC(CN3C(=O)c4cccc5cccc(c45)C3=O)CC2)c1 (configuration not stated)
  Pf gametocyte: 12.0
CCCCN1CC(=O)N2[C@H]3c4cc(Cl)ccc4OC[C@@H]3[C@H](C(=O)OCC)[C@]2(C)C1=O
  Pf gametocyte: 1.3

Later entries.
mol	Pf gametocyte
COCCN1C(=O)N[C@@H](c2ccccc2)[C@H](C(=O)OC)[C@H]1C	-38.4
Cc1csc(NC(=O)c2cccnc2Cl)n1	8.1
O=[N+]([O-])c1ccccc1S(=O)(=O)N1CCN(c2ccccc2)CC1	6.2
c1ccc(Nc2nc(-c3ccccc3)nc3ccccc23)cc1	-8.9
CCc1ccc(C(=O)CSc2nc(N)cc(=O)[nH]2)cc1	4.2
Cc1cc(-c2ccccc2)c2c(=O)n(-c3ccccc3)[nH]c2n1	-1.6
COc1ccc(OC)c(Nc2cc(C)c3ccccc3n2)c1	-6.4
CCOC(=O)[C@@H]1[C@H]2COc3ccccc3[C@@H]2N2C(=O)N(c3cccc(C)c3)C(=O)[C@]12C	-5.6
COCCN1C(=O)N(c2ccc(OC)cc2)C(=O)C1CC(=O)Nc1cccc(F)c1 (configuration not stated)	6.7
Cc1cc(Br)cc(C=Nc2ccc(N3CCOCC3)cc2)c1O	-36.9
COc1ccc(-c2c(-c3cc(OC)cc(OC)c3)n(C)c3ccc(-c4ccn[nH]4)cc23)cc1	2.9
COc1ccc([C@H]2Cc3cc(O)cc(O)c3C(=O)O2)cc1O	11.0
COc1ccc(CC2CC(=O)N(c3ccc(C)cc3)C2=O)cc1 (configuration not stated)	4.6
CCC(CO)Oc1cc(NCc2ccccn2)c2ncn(C(C)C)c2c1 (configuration not stated)	24.3
CCN1C(=O)[C@@H]2[C@@H](c3ccc(-c4ccc(C(C)=O)cc4)cc3)N3CCC[C@@]3(C(=O)OC)[C@@H]2C1=O	12.0
Cc1cc(C)nc(SCCN2CCCCC2)n1	7.5
COc1ccccc1CNC(=O)C1CC2Cn3c(nc4cc(Cl)c(Cl)cc43)C2N1C (configuration not stated)	-12.2
COCCCN1C2=C(C(=O)CC(C)(C)C2)C(c2ccc(OC)c(OC)c2)C2=C1CC(C)(C)CC2=O	1.7
O=C(OCc1ccc([N+](=O)[O-])cc1)c1cc2ccccc2oc1=O	8.5
O=Cc1c(-c2ccc(Cl)cc2)oc2ccc(O)cc12	23.7

Going on with the list.
mol	Pf gametocyte
COc1cccc2c(O)c(-c3ccccc3)c(=O)[nH]c12	8.1
CN(C(=O)c1ccc(NC(=O)Cc2cccc(NC(=O)C3CCCN(C(=O)C4CC4)C3)c2)cc1)C1CCCC1 (configuration not stated)	-3.5
CCN1C(=O)[C@H]2[C@@H](c3ccc(-c4cccc(Cl)c4)cc3)N[C@@](C)(C(=O)OC)[C@H]2C1=O	4.9
CCc1nnc(NS(=O)(=O)c2ccc(NC(=O)c3ccc(C#N)cc3)cc2)s1	7.4
COc1ccc(C2C3=C(CC(C)(C)CC3=O)Oc3ncn4nc(-c5ccccc5)nc4c32)cc1 (configuration not stated)	5.8
CC(C)CCN1C(=O)c2cccc3c(N)ccc(c23)C1=O	8.4
O=C(NCc1cccc(F)c1)c1cccc2c1C(=O)c1ccc(N3CCOCC3)cc1S2(=O)=O	5.0
CC(C(=O)NCCCn1ccnc1)(c1ccccc1)c1ccccc1	2.6
CCN(CC)C(=O)c1[nH]cnc1C(=O)NC1CCN(C(=O)OC(C)(C)C)CC1	9.6
CC(=O)Nc1ccc(S(=O)(=O)N2CCN(CCc3ccccc3)CC2)cc1	-9.7
O=C1C2C3C=CC(CC3)C2C(=O)N1c1cccc(C(F)(F)F)c1 (configuration not stated)	4.3
COc1ccc(-c2c(-c3ccc(OC)c(C)c3O)n[nH]c2C)cc1	17.9
c1cc(-c2cc3cc(N4CCOCC4)ccc3o2)cs1	-26.0
COc1ccc(-c2cc3ncccc3cn2)cc1	-25.0
CCOc1ccc(C(=O)N2CCc3ccccc32)cc1	-17.4
COCCCNc1nc(-c2ccc(Cl)cc2)nc2ccccc12	11.7
C#CCSc1nnc(-c2cccc3ccccc23)o1	-11.0
Cc1ccc(C)c(CN2C(=O)COc3ccccc32)c1	-12.2
COc1cc2c(cc1OC)C(c1cccc(Cl)c1)CC(=O)N2 (configuration not stated)	6.7
Cn1c(-c2ccccc2F)cc2onc(-c3ccccc3)c2c1=O	-14.9

Continued:
mol	Pf gametocyte
O=C(Nc1ccc2c(c1)CCC2)c1cccc(OC(F)F)c1	20.0
COc1ccc(CCNc2nc(C)cc(=O)[nH]2)cc1OC	-2.2
COc1ccc([C@H]2CC(=O)C=C(c3ccc4ncccc4c3)C2)cc1	-13.9
CC1(c2nnc(-c3cccc(Cl)c3)o2)CC(c2ccc(Cl)cc2)=NO1 (configuration not stated)	19.3
CN1CCN(C2Cc3ccc(Cl)cc3Sc3ccc(F)cc32)CC1 (configuration not stated)	16.0
CCOc1nc(-c2ccccc2)ncc1Oc1ccccc1	-15.3
COc1ccc(-c2oc3ccccc3c2C(=O)OCc2ccccc2OC)cc1	1.7
COc1ccc([N+](=O)[O-])cc1NS(=O)(=O)Cc1ccccc1	9.8
CN1CCc2c(sc3c2C(=O)NC(c2ccc4c(c2)OCO4)N3)C1 (configuration not stated)	1.7
Nc1nc(N)nc(Cc2ccccc2O)n1	18.9
COc1cc2cnc(CCO[C@H]3CCCCO3)cc2cc1OC	-4.0
CC(C)C[C@@H](COc1ccccc1)N1CCN(CCc2ccccc2)CCC1=O	6.9
Cc1ccccc1N=Nc1c(O)n(C)c2ccccc12	-2.6
CCN(CC)Cc1c(C(=O)N/N=C/c2ccncc2)nnn1-c1nonc1N	-17.8
O=C(NN=C1CCCC1)c1cc(Cl)cc(Cl)c1O	3.7
COc1cccc(N2CC(O)Cn3c2nc2c3c(=O)[nH]c(=O)n2C)c1 (configuration not stated)	13.2
